TEAD-YAP block: TEAD-YAP interaction inhibition. HEK-TIYL cells, TEAD-Gal4/YAP UAS-luciferase luminescence. inhibition, % at 9.12 µM. 640,000 compounds, 1.4% hits; in the data active means inhibition above about 32%;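 further: 0% = median of test compound wells and 100% = reference inhibitor wells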
MITF inh: human MITF inhibition, primary screen | O75030 | AlphaScreen MITF homodimerization, bead proximity signal | 650,000 compounds, 0.91% hits | inhibition, % at 2.6 µM; in the data active means inhibition above about 50%;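 further: 0% = vehicle wells with protein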
GPR151 ag: human GPR151 activation; Q8TDV0; PathHunter beta-arrestin GPR151 cells, luminescence; activation, % at 11.2 µM; 650,000 compounds, 1% hits; in the data active means activation above about 4.9%;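 further: 0% = median of compound wells and 100% = cells with positive control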
Target sequence (Q8TDV0 whole entry, looked up): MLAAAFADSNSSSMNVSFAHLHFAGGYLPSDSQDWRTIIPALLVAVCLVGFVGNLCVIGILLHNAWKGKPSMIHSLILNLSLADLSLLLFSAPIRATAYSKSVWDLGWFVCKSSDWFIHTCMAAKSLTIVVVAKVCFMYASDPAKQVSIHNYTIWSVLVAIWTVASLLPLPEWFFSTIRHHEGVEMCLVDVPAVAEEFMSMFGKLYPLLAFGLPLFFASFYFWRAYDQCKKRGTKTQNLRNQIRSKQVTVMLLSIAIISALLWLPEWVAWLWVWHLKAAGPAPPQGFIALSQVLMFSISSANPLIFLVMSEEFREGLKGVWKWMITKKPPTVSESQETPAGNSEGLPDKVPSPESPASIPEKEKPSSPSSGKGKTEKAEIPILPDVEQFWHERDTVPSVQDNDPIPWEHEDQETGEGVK
FBW7 activator: activators of human E3 ligase FBW7 | 650,000 compounds, 0.13% hits | AlphaScreen FBW7–phospho-cyclin E peptide binding, activator screen | Q969H0 | AID 1259310 | normalized activity (activation), % at 26.1 µM; in the data active means normalized activity above about 1.9%;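 further: purified mutant Fbw7 with reduced substrate affinity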
Target sequence (Q969H0 whole entry, looked up): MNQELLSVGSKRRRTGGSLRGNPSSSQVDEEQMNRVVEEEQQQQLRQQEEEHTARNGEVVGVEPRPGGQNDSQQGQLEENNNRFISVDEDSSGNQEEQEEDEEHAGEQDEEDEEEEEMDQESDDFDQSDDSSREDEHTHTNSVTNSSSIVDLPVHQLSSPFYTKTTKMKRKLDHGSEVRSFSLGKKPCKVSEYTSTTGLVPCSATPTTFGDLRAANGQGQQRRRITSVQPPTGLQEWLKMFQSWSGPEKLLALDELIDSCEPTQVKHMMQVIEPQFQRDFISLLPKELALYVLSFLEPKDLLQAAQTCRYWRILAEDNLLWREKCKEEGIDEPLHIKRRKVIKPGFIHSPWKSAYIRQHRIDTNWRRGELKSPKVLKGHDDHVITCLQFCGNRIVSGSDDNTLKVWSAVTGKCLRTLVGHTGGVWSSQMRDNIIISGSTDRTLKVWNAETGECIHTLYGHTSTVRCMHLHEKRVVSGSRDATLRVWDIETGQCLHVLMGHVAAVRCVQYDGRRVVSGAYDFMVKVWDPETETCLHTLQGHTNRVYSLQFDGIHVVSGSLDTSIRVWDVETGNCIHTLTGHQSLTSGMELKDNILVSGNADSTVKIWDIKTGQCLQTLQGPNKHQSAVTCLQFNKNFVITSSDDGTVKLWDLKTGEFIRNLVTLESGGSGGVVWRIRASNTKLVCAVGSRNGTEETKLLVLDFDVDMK
The depositor's hits bear a star.

SMILES,TEAD-YAP block,MITF inh,GPR151 ag,FBW7 activator
CC(C)(C)C1CCc2c(sc(NC(=O)c3cccc(Cl)c3)c2C(=O)NCc2ccco2)C1 (stereo not given),4,-20,-1.1,-0.2
N#C/C(=C\c1cccc(Cl)c1Cl)c1nn(-c2ccccc2)c(N)c1C#N,2,1,1.3,0.2
O=C1N(Cc2cccnc2)CCN1c1ccc(C(F)(F)F)cn1,-5,10,-2.0,0.9
COc1ccc(N2C(=O)C(CC(=O)Nc3ccccc3)N(CCc3ccc(Cl)cc3)C2=S)cc1 (stereo not given),-5,2,-1.1,-0.1
COc1cccc(-n2nnc3c(=O)n(CC(=O)N4CCC(C)CC4)cnc32)c1,-8,-14,-0.2,-0.1
COc1ccc(C)cc1NC(=O)Cn1c(C)cc2ccccc2c1=O,1,2,-1.5,0.2
C1=CC2=C(CO1)OCc1c2[nH]c2ccc3ccccc3c12,-29,4,0.6,-0.2
Cn1nc(-c2ccc(Cl)cc2)c2cc(C(=O)N3CCOCC3)sc21,-2,6,-0.2,-0.1
Cc1ccc(S(=O)(=O)/N=c2\ccc(Br)cn2C(F)F)cc1,-7,-11,1.8,0.3
Cc1cncc2c(S(=O)(=O)N3CC[C@@H](NC(=O)CNC(=O)OC(C)(C)C)C3)cccc12,-15,6,1.0,0.0
CCOC(=O)c1c(NC(=O)CCl)sc(SC#N)c1-c1ccccc1,-9,15,-2.1,0.3
CS(=O)c1ccc2c(c1)CCN2C(=O)CCC(=O)O (stereo not given),7,7,1.1,-0.1
Cc1cccc(CN2CCN3C(=O)[C@H](Cc4cnc[nH]4)NC(=O)[C@H]3C2)n1,-15,3,0.6,-0.2
O=C(/C=C/c1ccc([N+](=O)[O-])s1)Nc1ccc2c(c1)C(=O)NC2=O,5,-2,-1.6,0.2
O=C1C(=O)N(c2cccnc2)C(c2ccccc2)/C1=C(\O)c1ccccc1 (stereo not given),4,3,0.6,-0.1
Cc1ccc(/C=N/NC(=O)CNC(=O)c2ccc(C)c([N+](=O)[O-])c2)o1,3,4,3.2,0.0
CCC(C)C(=O)Nc1nnc(SCC(=O)NCc2cccs2)s1 (stereo not given),5,15,-0.1,0.1
CC1=CC(=O)C(C(C)C)=C/C1=N/OC(=O)c1cccs1,-10,1,0.2,-0.1
C=CCc1cccc2cc(C(=O)Nc3c(C)n(C)n(-c4ccccc4)c3=O)c(=O)oc12,-1,9,-0.9,0.2
CN(C)CCN(C)c1nc(C2COc3ccccc3O2)nc2ccc(-c3cn[nH]c3)cc12 (stereo not given),-31,15,-4.4,-0.4
Cn1c(SCC(=O)N2CCCC2)nc2c(-c3ccccc3)csc2c1=O,-1,-2,-0.1,0.0
COc1cccc(NC(=O)C2C3C=CC4(O3)C2C(=O)N(Cc2cccs2)C4C(=O)NC2CCCCC2C)c1 (stereo not given),3,-6,1.6,-0.1
CC(C)C/C(=N\NC(=O)c1ccc([N+](=O)[O-])cc1)C1=C(O)c2ccccc2C1=O,-4,12,-0.8,0.1
O=C(c1cnn2cccnc12)N1CCc2c(nc(N3CCCC3)[nH]c2=O)C1,-2,9,0.3,-0.1
Cc1ccc(OCC(=O)OCC(=O)c2cccc([N+](=O)[O-])c2)cc1,3,-3,0.4,0.0
Cc1cnc(NC(=O)CSc2nc3ccccc3o2)s1,-11,11,-0.1,-0.2
CCCC(=O)N1c2ccccc2C(N(C(C)=O)c2ccccc2)CC1C (stereo not given),-10,6,-1.0,0.0
CCCCN(C)CCn1c(=S)[nH]c2ccc(N3CCOCC3)cc2c1=O,6,2,0.3,-0.1
CS(=O)(=O)c1ccc(NC(=O)c2cccnc2)cc1C#N,8,8,-1.5,0.0
O=[N+]([O-])c1ccc2c(c1)nnn2-c1ccccc1,-14,-16,-1.0,0.1
O=CN1CCN(C2CC(=O)N(c3cccc(Cl)c3)C2=O)CC1 (stereo not given),12,0,-0.9,0.1
Cc1ccccc1C(=O)Nc1nnc(-c2ccc(Cl)c(Cl)c2)s1,16,21,-1.4,0.7
Cn1c(SCc2ccccc2)nc2c(c1=O)C1(CCCC1)Cc1ccccc1-2,0,7,0.5,0.1
Cn1c(=O)c2c(nc(Oc3ccccc3)n2Cc2ccccc2F)n(C)c1=O,-11,14,-1.2,0.8
O=C(CN1C(=O)CCSc2ccccc21)NCCCN1CCCC1=O,-5,8,0.7,0.2
O=C(NN1C(=O)c2cccc3cccc(c23)C1=O)c1ccccc1,0,-3,-1.1,0.1
CC1(C)CC(=O)C2=C(C1)OC(c1ccc(Cl)cc1)C(C#N)=C2N (stereo not given),6,-4,0.9,-0.1
CCOc1ccc(C2C3(OC(c4ccc(Cl)cc4)C24C(=O)c2ccccc2C4=O)C(=O)c2ccccc2C3=O)cc1 (stereo not given),-2,12,2.1,1.2
CC1=C(C(=O)OCC2CCCO2)C(c2ccc([N+](=O)[O-])cc2)C2=C(CC(C)(C)CC2=O)N1 (stereo not given),14,4,-0.2,-0.2
O=C(Nc1ccc(S(=O)(=O)NCCc2ccccc2)cc1)c1ccco1,-7,12,-1.0,0.1

(next part)
Screens in order – TEAD-YAP block | MITF inh | GPR151 ag | FBW7 activator
CC(NC(=O)Cn1c(=O)c2cccn2c2cccnc21)C12CC3CC(CC(C3)C1)C2 (stereo not given)
 : -1 | 8 | 1.4 | 0.1
O=C(c1ccccc1)c1cc2cc(Cl)ccc2oc1=O
 : 16 | 12 | 4.9 | 0.5
Cc1cc(C(=O)CSc2nc(N)cc(N)n2)c(C)n1-c1ccc(F)cc1
 : 13 | 3 | 0.8 | -0.1
CC(C)Oc1ccc(/C=C2\NC(=S)NC2=O)cc1
 : 9 | 6 | 2.1 | 0.1
COc1cc(/C=C2\N=C(c3cccc(C)c3OC)OC2=O)cc(OC)c1OC
 : -3 | 0 | -0.6 | 0.0
O=C(/C=C/c1ccc(I)o1)OC1CCOC1=O (stereo not given)
 : 9 | 31 | 1.7 | 0.1
COc1ccc(Br)cc1C1N=C(c2ccc(Cl)cc2)CC(c2cccc(OC)c2O)N1 (stereo not given)
 : -31 | 1 | 2.0 | 0.2
O=C(c1cc2nc(-c3ccc(Cl)c(Cl)c3)cc(C(F)(F)F)n2n1)N1CCSCC1
 : 6 | 0 | -0.4 | -0.2
C[C@H](NC(=O)Cc1cccc2ccccc12)C(=O)O
 : 0 | -6 | 0.4 | -0.1
Cc1ccc(N2C(=O)NC(NS(=O)(=O)c3ccccc3)(C(F)(F)F)C2=O)cc1 (stereo not given)
 : -3 | 10 | 0.3 | -0.1
O=C(NC1CC1)c1csc(Nc2ccc(N3CCOCC3)cc2)n1
 : -8 | -3 | -1.0 | -0.1
CC(=O)c1ccc(Sc2nc3ccccc3[nH]2)c([N+](=O)[O-])c1
 : 9 | 1 | -1.2 | 0.2
COc1ccc(Nc2cc(C)nc3c(-c4ccccc4OC)c(C)nn23)cc1
 : -4 | -10 | -1.3 | 0.1
CCCCNC(=O)NNC(=O)CSc1cc(C)c(Br)cc1C
 : 5 | -5 | 1.5 | -0.1
Nc1nnc(SCC(=O)c2ccccc2Br)s1
 : -22 | 12 | -1.5 | -0.1
O=S(=O)(O)CCc1cc[n+](CC(O)CCl)cc1 (stereo not given)
 : 17 | 4 | -1.3 | 2.4*
CCOCCn1c(CN2CCN(CCO)CC2)nc2c1c(=O)n(C)c(=O)n2C
 : -5 | 0 | 0.7 | -0.2
COc1ccccc1C(=O)N/N=C/c1cc(Br)ccc1O
 : 29 | 20 | -0.3 | -0.2
Cc1c(Br)c([N+](=O)[O-])nn1C(C)C(=O)NCc1cccs1 (stereo not given)
 : -6 | -25 | 0.1 | 0.3
O=[N+]([O-])c1c(NCCCO)cc(Nc2ccc3c(c2)OCCO3)c2nonc12
 : 5 | 0 | -0.7 | -0.1
COc1ccc(-n2nc(C(=O)Nc3ccccn3)c3c4ccccc4n(C)c3c2=O)cc1
 : 1 | 0 | -1.0 | 0.1
COc1ccccc1NS(=O)(=O)c1ccc(O)c(NC(=O)c2ccc([N+](=O)[O-])o2)c1
 : -8 | 22 | -1.1 | 0.1
O=C(N1CCCC1)N1CCc2nc(N3CCCC3)[nH]c(=O)c2C1
 : 8 | 9 | 0.3 | 0.1
O=C(Nc1nc(-c2ccc(F)cc2)cs1)c1ccc(Br)o1
 : 3 | 11 | -0.3 | 0.1
O=C(NN=C1CCCC1)c1cccc([N+](=O)[O-])c1
 : -5 | -19 | -0.4 | 0.0
COc1ccc(CNC(=S)Nc2cccc(OC)c2)cc1
 : -1 | -2 | 0.3 | -0.2
Cc1nc(C(C)Nc2nncc(-c3ccccc3C)n2)n[nH]1 (stereo not given)
 : 2 | -2 | 0.7 | 0.0
COc1cc(/C=c2\sc3nc4ccccc4n3c2=O)ccc1OCC(=O)Nc1ccc(C)c(C)c1
 : 4 | -1 | -0.7 | 0.0
COc1ccc(NC(=S)N2CCCCC2)cc1
 : -12 | -2 | 1.1 | -0.1
COc1cccc(C(=O)NNC(=S)NC2CCCCC2)c1
 : -30 | -12 | -0.4 | -0.1
N/C(Cc1cccc2ccccc12)=N\OC(=O)c1ccco1
 : -11 | 0 | 1.3 | 0.1
COc1cccc2c1OC(c1ccc(F)c(F)c1)N1N=C(c3cccnc3)CC21 (stereo not given)
 : -22 | 13 | -0.4 | -0.1
COc1ccccc1NS(=O)(=O)c1ccc(Cl)c([N+](=O)[O-])c1
 : 5 | 18 | -2.1 | 1.1
CCOc1ccc(N=Cc2c(C)[nH]n(-c3ccc(C)c(C)c3)c2=O)cc1
 : 3 | 8 | 1.6 | 0.1
COCCNC(=S)N/N=C/c1ccsc1
 : 0 | -3 | -1.4 | -0.1
COc1ccc(CC(=O)NCc2ccc3c(c2)cc(C)n3C)cc1OC
 : 4 | 14 | 0.5 | -0.1
CC(C)(C)C1CCc2c(sc(NC(=O)C3CCCCC3C(=O)O)c2C(N)=O)C1 (stereo not given)
 : -1 | 13 | -1.2 | 0.0
COC(=O)c1c(N2C(N)=C(C#N)C(c3cccnc3)C3=C2CCCC3=O)sc2c1CCCC2 (stereo not given)
 : 5 | -5 | 1.4 | -0.1
COc1ccc(NC(=O)COc2ccc(C#N)cc2)c(OC)c1
 : -5 | -3 | -0.5 | 0.0
COCCC(=O)NCC1Cc2cc(Cl)cc(-c3ccc4[nH]ccc4c3)c2O1 (stereo not given)
 : -1 | 6 | 4.1 | 0.0
COc1ccc(C(C)=O)cc1COC(=O)c1cc2ccccc2oc1=O
 : 0 | 1 | -2.4 | 0.2
Nc1nc(SCC(=O)c2ccc(C3CCCCC3)cc2)n[nH]1
 : -42 | 2 | 0.5 | 0.0
CC(C)(C)CC(=O)NCC(c1cccs1)N1CCc2ccccc21 (stereo not given)
 : 5 | 20 | 1.4 | 0.4
Cc1ccccc1NC(=O)c1cc2ccc(O)cc2o/c1=N\O
 : -23 | 3 | -9.2 | -0.1
Cc1cccc(NCC(=O)N/N=C/c2c(O)ccc3ccccc23)c1
 : 7 | -1 | 1.7 | -0.1
Cc1cc(/C=C/C(=O)O)c(C)n1Cc1ccco1
 : 10 | 15 | -0.7 | -0.3
Cc1ccc(NC(=O)C2CCN(C(=O)NC3CCCCC3)CC2)c(C)c1
 : -3 | -5 | -0.1 | -0.1
CN(C)c1ccc(/C=C/c2cccc(-c3ncc(-c4ccccc4)o3)c2)cc1
 : -1 | 7 | -0.9 | 0.0
NC(=O)CN1C(=O)/C(=c2\sc3nc(-c4ccc(F)cc4)nn3c2=O)c2ccccc21
 : 7 | 26 | -0.7 | 0.5
COc1ccc2c(c1)OC(C)CN(CCC(=O)NCc1ccc3nsnc3c1)C2 (stereo not given)
 : -10 | 3 | -0.4 | 0.2
O=C(N[C@H]1C[C@H]2C(=O)N3CCC[C@@H]3C(=O)N2C1)c1cc(Cl)cc(Cl)c1
 : -15 | 1 | -0.6 | -0.3
Cc1sc(NC(=O)CN(C(=O)Nc2ccc(F)cc2)C2CCCCC2)c(C(N)=O)c1C
 : -7 | 24 | -0.5 | 0.0
C=CCC(c1ccc(N(C)C)cc1)(c1ccc(N(C)C)cc1)c1ccc(N(C)C)cc1
 : 10 | 0 | 1.9 | -0.1
CCOc1ccccc1Nc1nc(-c2sc(N)nc2C)cs1
 : -13 | 3 | 1.0 | -0.2
c1cc(NC2CC2)nc(N2CCOCC2)n1
 : -14 | 3 | 1.6 | 0.1
CC(C)NC(=O)c1cn2ccsc2n1
 : -8 | 12 | 1.6 | -0.3
O=[N+]([O-])c1cccc(-c2nc(-c3ccccn3)c(-c3ccccn3)[nH]2)c1
 : 7 | 9 | 0.2 | 0.1
CCCCCn1c(N/N=C\c2ccccc2)nc2c1c(=O)[nH]c(=O)n2C
 : -13 | -6 | -1.7 | 0.1
Cc1cc(C)cc(-n2nnc(C(=O)NCc3ccccc3)c2N)c1
 : 10 | 11 | -1.0 | 0.0

Reprinted at random: five entries already listed.
Screens in order – TEAD-YAP block | MITF inh | GPR151 ag | FBW7 activator
CCOc1ccccc1Nc1nc(-c2sc(N)nc2C)cs1
 : -13 | 3 | 1.0 | -0.2
C=CCC(c1ccc(N(C)C)cc1)(c1ccc(N(C)C)cc1)c1ccc(N(C)C)cc1
 : 10 | 0 | 1.9 | -0.1
Cc1cc(C)cc(-n2nnc(C(=O)NCc3ccccc3)c2N)c1
 : 10 | 11 | -1.0 | 0.0
Cc1cccc(NCC(=O)N/N=C/c2c(O)ccc3ccccc23)c1
 : 7 | -1 | 1.7 | -0.1
Cc1ccc(NC(=O)C2CCN(C(=O)NC3CCCCC3)CC2)c(C)c1
 : -3 | -5 | -0.1 | -0.1

Another view of part of the listing above:
NC(=O)CN1C(=O)/C(=c2\sc3nc(-c4ccc(F)cc4)nn3c2=O)c2ccccc21
  TEAD-YAP block: 7; MITF inh: 26; GPR151 ag: -0.7; FBW7 activator: 0.5

COc1ccc2c(c1)OC(C)CN(CCC(=O)NCc1ccc3nsnc3c1)C2 (stereo not given)
  TEAD-YAP block: -10; MITF inh: 3; GPR151 ag: -0.4; FBW7 activator: 0.2

Source: PubChem (The Scripps Research Institute Molecular Screening Center)
